# JMJD2C inh: inhibitors of GASC-1 histone demethylase, primary screen, biochemical, fluorescence, DELFIA europium. Lysine-specific demethylase 4C (Homo sapiens), Q9H3R0. inhibition, % at 2.35 µM. hit rate 0.069% among 330,000. GST-JMJD2C(1-420) H3K9me3 demethylation. AID 2099, 2009;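 active means more than half of a compound's replicate wells show inhibition beyond 50%, single wells judged on their own value; inconclusive means some, but no more than half, of replicates pass 50% inhibition; inactive means no replicate passes 50% inhibition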;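 further: signal counts dimethyl H3K9 product captured on neutravidin plate; 0% = median of DMSO wells and 100% = 0.3 times that DMSO median; strong numbers were not always called active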
# Target sequence (Q9H3R0 1-420 limits assumed): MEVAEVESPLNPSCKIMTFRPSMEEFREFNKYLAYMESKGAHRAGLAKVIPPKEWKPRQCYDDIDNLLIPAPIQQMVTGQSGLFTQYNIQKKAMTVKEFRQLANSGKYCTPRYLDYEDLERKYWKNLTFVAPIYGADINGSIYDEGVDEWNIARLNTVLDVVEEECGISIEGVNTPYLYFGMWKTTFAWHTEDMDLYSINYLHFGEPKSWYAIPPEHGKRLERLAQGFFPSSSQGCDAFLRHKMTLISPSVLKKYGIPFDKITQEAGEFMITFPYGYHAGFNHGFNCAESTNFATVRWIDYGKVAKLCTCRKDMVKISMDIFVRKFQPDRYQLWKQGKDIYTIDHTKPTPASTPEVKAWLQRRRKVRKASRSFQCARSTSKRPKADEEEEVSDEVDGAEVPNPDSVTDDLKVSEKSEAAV
# An asterisk follows results filed as active; i = inactive; ? = inconclusive.
canonical_smiles | JMJD2C inh
N#Cc1c2c(c(-c3ccccc3)[nH]c1=O)CCCC2 | 1.1
O=C1C(Cl)=C(N2CCCCC2)C(=O)C(Cl)=C1c1cnc(N2CCCCC2)s1 | -1.7
C/C(=N/NC(=O)c1ccc(Cn2cccn2)o1)c1cccc(NC(=O)c2ccncc2)c1 | 3.1
Cc1ccccc1NC(=O)N1C2CCCC1CC(NC(=O)C(C)(C)C)C2 (centres undefined) | 7.8
O=[N+]([O-])c1cccc(S(=O)(=O)Nc2nc3ccccc3nc2Nc2cccc(S(=O)(=O)N3CCCCC3)c2)c1 | -30.3
N=C1/C(=C\c2ccc(-c3ccc(C(=O)O)cc3)o2)C(=O)N=C2SC=C(c3ccccc3)N12 | -19.7
COc1ccc(C2=CC(=O)C=CC2=O)cc1 | -32.6
O=C(c1ccc2c(c1)OCO2)n1nnc2ccccc21 | -6.6
Cc1ccccc1Nc1sc(C(=O)Nc2cccc(Cl)c2)c(N)c1C(N)=O | 15.5
COc1cc(NS(=O)(=O)c2cccc3nsnc23)c(C(=O)O)cc1OC | -7.7
CCCCN1C(=O)CC(C(=O)OCC)=C1C | 0.8
CCN1CCN(C(=O)c2cc(-c3ccc(Cl)s3)nc3ccccc23)CC1 | -6.5
COC(C[C@H](O)[C@H](C)[C@@H](O)COCc1ccccc1)OC | -14.4
CCOC(=O)c1cnc2c(c(C)nn2-c2ccc(C)cc2)c1Cl | 0.7
Cc1onc(-c2ccccc2Cl)c1C(=O)N1CCC(C(N)=O)CC1 | -7.0
Cc1c(Cl)cnc(NC(=O)COC(=O)CCC(=O)c2cccs2)c1Cl | 0.2
CC(O)(C#CCN1CCOCC1)c1ccccc1 (centres undefined) | 8.0
CC(C)CCNC(=O)CCc1nnc(COc2ccccc2)o1 | -35.7
CCOc1ccc(N2CCCn3c2nc2c3c(=O)n(CCc3ccccc3)c(=O)n2C)cc1 | -1.1
COC(C[C@@H](O)[C@H](C)[C@@H](O)COCc1ccccc1)OC | 2.9
CCOc1cccc(C(=O)Nc2cc(C)ccc2NC(=O)c2ccco2)c1 | 2.9
CCN(Cc1ccccc1)C(=O)/C=C/c1ccccc1[N+](=O)[O-] | -20.2
CCCCC(c1nnnn1CS(=O)(=O)c1ccc(C)cc1)N1CCC(C(N)=O)CC1 (centres undefined) | -18.0
Cc1ccc(C(=O)n2nc(-n3cccc3)c3c(C)cc(C)nc32)cc1 | 2.4
Cc1cccc(N(CC(=O)NCc2ccco2)C(=O)CCC(=O)Nc2ccccn2)c1 | -9.1
COc1ccc(C(C(=O)NCC2CCCO2)N(C(=O)c2snc(C(N)=O)c2N)c2ccc(C)cc2)cc1OC (centres undefined) | -8.4
CCC(C)NC(=O)c1ccccc1NC(=O)COc1ccc(OC)cc1 (centres undefined) | -21.0
O=C(CNC(=O)c1ccccc1)NCC(=O)OCC(=O)c1ccccc1Cl | -10.9
COc1ccc(N2CC(C(=O)NCc3n[nH]c(=O)c4ccccc34)CC2=O)cc1 (centres undefined) | 10.7
CCSC1(SCC)N=C(N)C2(C#N)C(c3ccccc3)NC(C)=C(C)C12C#N (centres undefined) | -22.2
CCOC(=O)c1c2c3c(c(Cl)ccc3[nH]c1=O)C(=O)c1ccccc1-2 | -16.6
COc1ccc(C2CC(=O)c3cnc(N)nc3C2)c(OC)c1 (centres undefined) | 9.0
CCOc1ccc2c(c1)C(C)=CC(C)(C)N2S(=O)(=O)c1ccc(C)cc1 | -14.5
Cc1nc(CSc2nsc(/C=C/N(C)C)c2C#N)cs1 | -5.4
COc1ccc(CCN2CCCn3c2nc2c3c(=O)n(C)c(=O)n2C)cc1OC | -36.8
O=[N+]([O-])c1ccc(-c2ccc(/C=N/Nc3nc(N4CCCCC4)nc(N4CCCCC4)n3)o2)cc1 | -11.4
CC(C)(C)N=C(NS(=O)(=O)c1cccs1)c1ccccc1 | 32.8
O=C1c2ccccc2C(=O)c2c(NCCCN(CCO)CCO)cccc21 | 18.3
C/C(=N\Nc1ncc(Cl)cc1Cl)c1ccccn1 | -2.0
Cc1ccc(Nc2nc(-c3ccc(O)c(O)c3)cs2)nc1 | 4.1
N=C1SCC(=O)N1c1ncc(Cc2ccccc2Cl)s1 | -6.1
COC(=O)c1cc(OC)c(OC)cc1NC(=O)c1cnccn1 | 8.9
CC1(C)Cc2cccc(OCC(O)CN3CCN(c4ccccn4)CC3)c2O1 (centres undefined) | -10.9
Cc1ccc(N(C(=O)c2snc(C(N)=O)c2N)C(C(=O)NCC2CCCO2)c2ccc3ncccc3c2)cc1 (centres undefined) | -12.6
NC1CCCCC1N=Cc1c(O)n(CCc2ccc(F)cc2)c(=O)[nH]c1=O (centres undefined) | 6.2
O=C(O)c1ccc(-c2nc(-c3ccc(Cl)cc3)cs2)cc1 | 0.8
COc1ccccc1NC(=O)CSc1nnnn1C1CCCC1 | -3.6
COc1cc(NCCCC(C)N)c2ncccc2c1 (centres undefined) | 36.1
Cn1c2ccc(F)cc2c2nnc(SCCN3CCCCC3)nc21 | 2.3
CCOc1ccc(C(C(=O)NCC2CCCO2)N(CCc2cccc(C)c2)C(=O)c2snc(C(N)=O)c2N)cc1 (centres undefined) | -10.0
CCN(CC1CCCO1)C(=O)c1cc(COc2cc(C)c(Cl)c(C)c2)on1 (centres undefined) | -15.8
COc1ccc(S(=O)(=O)N2CCN(Cc3cccnc3)CC2)cc1 | 6.2
O=C(O)C(Cc1ccccc1)N=Cc1c(O)c2ccccc2oc1=O (centres undefined) | -28.8
COC(=O)/C(C#N)=C/c1c(N2CCN(c3ccccc3)CC2)nc2c(C)cccn2c1=O | 36.8
Cc1ccc(C)c(S(=O)(=O)Nc2ccc(S(=O)(=O)Nc3onc(C)c3C)cc2)c1 | -5.2
COC(=O)c1cc(OC)c(OC)cc1NC(=S)N1CCOCC1 | 0.2

# The list goes on:
canonical_smiles | JMJD2C inh
COCc1cc(C)nc(Sc2nc3c(c(=O)n(C)c(=O)n3C)n2C)c1C#N | 2.0
O=C(OCCN1CCCC1)C1(c2ccccc2)CCCC1 | -1.2
Cc1ccc(O)c(CNc2cccc(C)n2)c1 | 2.6
O=C(Nc1ccc(-c2nc3cccnc3s2)cc1)c1ccc(Br)o1 | 5.2
COC(C[C@H](O)[C@@H](C)[C@@H](O)COCc1ccccc1)OC | 10.4
Nc1ccc2c(c1Cl)C(=O)c1ccc(N)c(Cl)c1C2=O | -15.2
CCOC(=O)CSc1nc2c(c(=O)n(C)c(=O)n2C)n1CCCc1ccccc1 | 5.5
CCCN1CCC(=O)N([C@H](CSc2ccc(C)cc2)CC(C)C)CC1 | -6.6
CCOc1ccc(N(CC(=O)N2CCN(c3ccccc3OC)CC2)S(=O)(=O)c2ccc(C)cc2)cc1 | -8.3
Cc1sc2nc(SCC(=O)OC(C)C)n(C)c(=O)c2c1C | -23.5
O=C(CCN1CCN(c2ccccc2)CC1)N/N=C/c1ccc(O)c(O)c1O | -35.0
CN1CCC(N(C)C(=O)/C(C#N)=C/c2ccc(OC(F)F)cc2)CC1 | -9.0
O=C(N/N=C/c1c[nH]c2ccccc12)c1[nH]c2ccc(Br)cc2c1-c1ccccc1 | 6.8
COC(=O)CCC(C)N1CCC(Oc2ccc(C(=O)NCc3ccccn3)cc2)CC1 (centres undefined) | -13.3
O=C(CCl)N=c1sccn1Cc1cccc2ccccc12 | -16.2
CC1CCN(C(=O)CSc2nc(N)c3c4c(sc3n2)CN(C)CC4)CC1 | 5.5
O=C(/C=C/c1ccccc1)Nc1scc(-c2ccccc2)c1C(=O)O | -11.6
O=C(CSc1ccc2nnc(-c3ccncc3)n2n1)Nc1nccs1 | -2.9
Nc1nc(-c2cccnc2)nn1C(=O)c1ccc(F)cc1 | 12.5
O=C(CN1C(=O)c2ccccc2S1(=O)=O)Nc1ccc(S(=O)(=O)Nc2ncccn2)cc1 | -0.8
Cc1n[nH]c(=S)c2nn(-c3ccccc3F)c(C)c12 | 7.8
Cc1cccc(-n2c(N)cc(=O)nc2SCC(=O)Nc2nnc(C)s2)c1 | ?
CCc1c(C)c(C#N)c2nc3ccccc3n2c1Cl | 2.7
COc1cccc(OCc2cc(C3Nc4ccccc4C(=O)N3Cc3ccco3)ccc2OC)c1 (centres undefined) | -1.9
Cn1c(=O)c([N+](=O)[O-])c(Oc2ccccc2)c2ccccc21 | -45.3
COCCNS(=O)(=O)c1cc(OC)c(Cl)cc1Cl | -12.6
O=C(CSc1nccn(-c2ccc(F)c(F)c2)c1=O)NC1CCCC1 | 1.3
C=CCn1c(N)c(C(=O)OC(C)(C)C)c2nc3ccccc3nc21 | 8.8
COc1cccc(S(=O)(=O)NCc2ccc(C(=O)N3CCN(C)CC3)cc2)c1 | -3.7
CCOc1ccc2nc(NC(=O)CSc3nc(-c4ccccc4)c(C#N)c(=O)[nH]3)sc2c1 | -6.8
CC(=O)N(Cc1ccc(F)cc1)C1=C(NCc2ccccc2)C(=O)c2ccccc2C1=O | 12.2
COc1ccc(C(=O)CSc2nnc(-c3ccco3)c(-c3ccco3)n2)cc1 | 21.9
COCCNC(=O)Cn1nc(-c2ccccc2F)ccc1=O | -18.9
CCOC(=O)C(NC(=O)CCC(=O)Nc1ccc(S(N)(=O)=O)cc1)C(O)c1ccccc1 (centres undefined) | -19.3
O=C(CN1C(=O)c2ccccc2S1(=O)=O)Nc1ncc([N+](=O)[O-])s1 | -4.7
COc1ccccc1NC(=O)NCc1ccc2c(c1)OCO2 | -13.2
Cc1cnc(NC(=O)c2nn(C)cc2[N+](=O)[O-])s1 | -6.5
COc1ccc(-n2c(C)c(C(C)=O)c3cc(O)ccc32)cc1 | 0.8
COC(=O)c1ccc(C23CC4(C2)[C@H](CN(Cc2ccc(C(F)(F)F)cc2)[C@@H]4c2ccccc2)C3c2ccc(C(F)(F)F)cc2)cc1 (some centres undefined) | -6.5
CCOC(=O)C1=C(CC)Nc2ccccc2N/C1=N\S(=O)(=O)c1cc(Br)ccc1Br | 10.4
N#CC1=C(Nc2ccccc2)SC=C(c2ccccc2)N=C1N1CCOCC1 | -21.7
CC(=O)NC(Cc1cccc(C)c1)C(=O)NC1CCN(C(=O)NCc2ccccc2)CC1 (centres undefined) | -14.5
Cc1ccc(-c2csc(/C(C#N)=C(\O)CCl)n2)cc1 | 1.0
COc1cccc(NC(=O)CSc2nnc3ccc(-c4ccccn4)nn23)c1 | 7.5
CC(=O)Nc1ccc(S(=O)(=O)Nc2ccn(Cc3ccccc3Cl)n2)cc1 | -2.2
O=C(NCc1cccnc1)C1COc2ccccc2O1 (centres undefined) | -4.2
Cc1cc(NC(=O)Cn2cnc3sc(C)c(-c4ccccc4)c3c2=O)no1 | 36.2
CC(C)(C)NC(=O)C(c1ccncc1)N(C(=O)Cn1nnc(-c2ccc(F)cc2)n1)c1ccccc1F (centres undefined) | 2.8

# Sorted by the number under JMJD2C inh (low to high): some entries from above.
canonical_smiles | JMJD2C inh
O=C(NCc1cccnc1)C1COc2ccccc2O1 (centres undefined) | -4.2
CC(=O)Nc1ccc(S(=O)(=O)Nc2ccn(Cc3ccccc3Cl)n2)cc1 | -2.2
CC(C)(C)NC(=O)C(c1ccncc1)N(C(=O)Cn1nnc(-c2ccc(F)cc2)n1)c1ccccc1F (centres undefined) | 2.8
Cc1cc(NC(=O)Cn2cnc3sc(C)c(-c4ccccc4)c3c2=O)no1 | 36.2

# The list continues.
canonical_smiles | JMJD2C inh
COc1cccc(C(=O)CSc2nnc(CNS(=O)(=O)c3ccc(C)cc3)n2C)c1 | 9.8
COc1ccc(C(C(=O)NC2CCCCC2)N(CC2CCCO2)C(=O)CCCC(=O)Nc2ccccn2)cc1 (centres undefined) | -10.6
COc1ccc(CCn2c(C)cc3c(c2=O)C(c2ccncc2)C(C#N)=C(N)O3)cc1OC (centres undefined) | -0.9
Oc1c(Cl)cc(Cl)cc1CNc1ccccn1 | i
CNC(=O)/C(=N\O)c1ccccc1 | 17.6
CN(C)CCNc1nc2sc3c(c2c(=O)n1Cc1ccccc1)CCCCC3 | 5.7
CCN(CC(=O)NCc1ccc(F)cc1)C(=O)/C=C/c1cc(OC)ccc1OC | -0.1
COc1ccccc1CSc1nc2c(c(=O)n(C)c(=O)n2C)n1C | 7.3
CCCn1c(C(O)c2cccc(OC)c2)nc2ccccc21 (centres undefined) | 4.8
Cc1cc(C)n(C(=O)CNC(=O)c2cccc(F)c2)n1 | -8.9
CCOc1ccc(NC(=O)CN2CCN(CC(=O)Nc3ccc(N(C)C)cc3)CC2)cc1 | 6.3
Cc1ccc2oc(C(=O)NC3CCS(=O)(=O)C3)c(C)c2c1 (centres undefined) | 2.7
Cc1cc(Oc2ccccc2F)nc(NCc2ccccc2)n1 | 21.8
O=C(C1=NNCC1c1ccc(Cl)cc1)C1CO1 (centres undefined) | -11.3
Cc1ccc(SC[C@H](c2ccccc2)N2CCN(C)CCC2=O)cc1 | 26.3
Nc1nonc1-n1nnc(C(=O)N/N=C/c2ccccn2)c1-c1ccccc1 | -0.4
O=C(CSc1nc2ccccc2c(=O)[nH]1)c1ccc(O)cc1O | 6.8
Cc1ccc(S(=O)(=O)NCC(c2ccccc2)N2CCN(c3ccc(F)cc3)CC2)cc1 (centres undefined) | -6.3
CCN1CCN(c2ccc(NC(=O)c3ccc(Br)o3)cc2)CC1 | 24.4
CCOC(=O)c1sc2nc(C)[nH]c(=S)c2c1C | 19.1
CCCN1CCC(=O)N([C@H](CSc2ccc(C)cc2)Cc2ccccc2)CC1 | -3.9
CC1CCC(NC(=O)C2CCN(C(=O)NC3CCCCC3)CC2)CC1 (centres undefined) | 10.9
COc1ccc(C2/C=C\CN(C(=O)Oc3ccccc3)CC(=O)N2Cc2ccc(F)cc2)cc1 (centres undefined) | -5.9
CCCCn1c(SCN2C(=O)c3ccccc3C2=O)nc2cc(S(N)(=O)=O)ccc21 | -11.2
O=C(C1CCC(CNc2c(N3CCCCC3)c(=O)c2=O)CC1)N1CCc2ccccc2C1 (centres undefined) | -8.6

# Not all compounds are listed; count on the stated rates, not on these rows.
